TEAD-YAP block – TEAD-YAP interaction inhibition, primary screen, TEAD-YAP interaction inhibitor project, luminescence, HEK-TIYL cells | TEAD-Gal4/YAP UAS-luciferase luminescence | inhibition, % at 9.12 µM | 640,000 tested, 1.4% active; in the data active means inhibition above about 32%;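 further: 0% = median of test compound wells and 100% = reference inhibitor wells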
FBW7 act – FBW7 E3 ligase activators, primary screen, biochemical, AlphaScreen, human; F-box/WD repeat-containing protein 7 (Homo sapiens), Q969H0; AlphaScreen FBW7–phospho-cyclin E peptide binding, activator screen; normalized activity (activation), % at 26.1 µM; 650,000 tested, 0.13% active; in the data active means normalized activity above about 1.9%;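 further: purified mutant Fbw7 with reduced substrate affinity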
Target sequence (Q969H0 whole entry, looked up): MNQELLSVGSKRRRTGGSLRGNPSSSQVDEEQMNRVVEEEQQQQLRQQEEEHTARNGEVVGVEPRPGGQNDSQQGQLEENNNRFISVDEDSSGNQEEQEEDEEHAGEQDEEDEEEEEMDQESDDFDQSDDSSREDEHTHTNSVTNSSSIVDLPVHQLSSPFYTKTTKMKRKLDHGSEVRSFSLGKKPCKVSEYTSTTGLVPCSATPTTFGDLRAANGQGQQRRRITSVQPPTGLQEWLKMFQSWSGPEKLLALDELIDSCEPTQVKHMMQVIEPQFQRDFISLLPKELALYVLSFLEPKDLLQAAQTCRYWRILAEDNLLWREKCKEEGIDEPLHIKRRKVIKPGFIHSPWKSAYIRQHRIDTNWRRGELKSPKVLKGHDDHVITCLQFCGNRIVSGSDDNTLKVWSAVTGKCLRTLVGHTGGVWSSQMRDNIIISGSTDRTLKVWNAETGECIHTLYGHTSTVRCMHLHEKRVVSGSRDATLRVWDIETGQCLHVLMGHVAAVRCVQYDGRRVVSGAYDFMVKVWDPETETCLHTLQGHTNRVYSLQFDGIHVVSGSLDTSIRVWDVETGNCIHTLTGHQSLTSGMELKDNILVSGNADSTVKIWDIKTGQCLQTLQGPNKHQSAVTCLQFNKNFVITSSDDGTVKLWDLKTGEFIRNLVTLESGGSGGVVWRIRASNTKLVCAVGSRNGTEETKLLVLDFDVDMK
GPR151 ag – activators of human GPR151, primary screen, cell-based, PathHunter beta-arrestin, luminescence. G-protein coupled receptor 151 (Homo sapiens), Q8TDV0. PathHunter beta-arrestin GPR151 cells. activation, % at 11.2 µM. 650,000 tested, 1% active. AID 1508602, 2020; in the data active means activation above about 4.9%;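 further: 0% = median of compound wells and 100% = cells with positive control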
Target sequence (Q8TDV0 whole entry, looked up): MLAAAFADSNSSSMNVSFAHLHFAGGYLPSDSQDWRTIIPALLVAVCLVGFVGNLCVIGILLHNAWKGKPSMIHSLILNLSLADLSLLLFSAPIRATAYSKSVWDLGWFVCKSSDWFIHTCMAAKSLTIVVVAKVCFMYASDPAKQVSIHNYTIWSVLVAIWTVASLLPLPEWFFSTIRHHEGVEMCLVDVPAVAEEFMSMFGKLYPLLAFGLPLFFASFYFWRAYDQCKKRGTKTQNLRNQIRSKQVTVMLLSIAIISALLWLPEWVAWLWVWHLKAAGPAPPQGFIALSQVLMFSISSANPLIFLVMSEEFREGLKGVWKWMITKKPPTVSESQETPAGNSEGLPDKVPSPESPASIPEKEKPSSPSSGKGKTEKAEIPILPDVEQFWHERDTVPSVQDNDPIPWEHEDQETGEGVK
MITF primary – MITF inhibitors, primary screen, biochemical, AlphaScreen, human | Microphthalmia-associated transcription factor (Homo sapiens), O75030 | AlphaScreen MITF homodimerization, bead proximity signal | inhibition, % at 2.6 µM | 650,000 tested, 0.91% active | AID 1259374, 2018; in the data active means inhibition above about 50%;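 further: 0% = vehicle wells with protein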
* marks the source's active call; other numbers are inactive results.

#	molecule	TEAD-YAP block	FBW7 act	GPR151 ag	MITF primary
1	O=C(c1cc(F)c(F)cc1Cl)N1CCN(c2ccc(-n3cccn3)nn2)CC1	-6	0.0	-1.0	2
2	COc1ccc(CNS(=O)(=O)c2ccc3[nH]c(=O)ccc3c2)cc1	3	0.1	6.6*	8
3	CC(C)c1ccc(NC(=O)C2OC3OC(C)(C)OC3C3OC(C)(C)OC23)cc1 (stereo not drawn)	-2	-0.1	0.4	-7
4	CN(C)CCCNCC(=O)NCc1ccco1	10	0.2	-0.3	8
5	CC(C)C1=NN2C(=N)/C(=C/c3ccc(-c4ccc([N+](=O)[O-])cc4)o3)C(=O)N=C2S1	1	0.6	1.4	-4
6	COc1ccc(Cl)cc1-c1nc(C=Nc2cc([N+](=O)[O-])ccc2C)c(O)o1	7	0.1	1.2	8
7	CCC(CO)NS(=O)(=O)c1cc(-c2nnc3c4ccccc4c(C)nn23)ccc1C (stereo not drawn)	-21	0.1	1.2	11
8	CC(C)N(CCNc1nc(NC2CCN(Cc3ccccc3)CC2)nc2c1ncn2CCN1CCCC1=O)C(C)C	-6	0.1	-0.3	-15
9	O=C(N=C1SC2CS(=O)(=O)CC2N1c1ccccc1)c1cccc([N+](=O)[O-])c1 (stereo not drawn)	-2	0.4	0.0	0
10	CCOc1cc(/C=C2/C(=N)N3C(c4ccccc4)=CSC3=NC2=O)ccc1OCCOc1ccc(C)cc1C	16	0.0	2.4	2
11	O=C(Nc1ccc(N2CCOCC2)cc1)c1cccc(Nc2ccncc2)c1	-4	-0.2	-0.8	40
12	CCCN(C(=O)CCl)C1CCS(=O)(=O)C1 (stereo not drawn)	50*	-0.1	0.0	5
13	Nc1nc(NCCO)cc(NC2CCN(Cc3ccccc3)CC2)n1	8	-0.1	-1.9	12
14	Cc1c(Cl)c([N+](=O)[O-])nn1CC(=O)Nc1cnc2ccccc2c1	-5	-0.2	3.6	-4
15	COc1cc2c(cc1OC)CN(C(=O)C1CCCN1S(=O)(=O)c1ccc(C)cc1)CC2 (stereo not drawn)	-3	-0.1	-1.7	0
16	COc1ccc(CNn2c(-c3ccc(F)cc3)nc3ccccc3c2=O)cc1OC	0	0.1	-2.1	21
17	CC(C)CC1NC(=O)N(CC(=O)N(C(C)C)C(C)C)C1=O (stereo not drawn)	7	0.4	-0.1	12
18	O=C1N[C@@H](Cc2ccccc2)C(=O)N2CCN(Cc3cccc(Cl)c3)C[C@H]12	-8	0.7	-1.7	16
19	CC(/C=C/c1ccccc1)=N\NC(=O)C1CC1c1ccccc1 (stereo not drawn)	3	-0.2	4.3	12
20	Cc1cc(=O)[nH]c(SCC(=O)c2ccc(F)cc2)n1	-2	-0.4	-0.9	-8
21	COc1ccc(OCc2nn3c(Cc4ccccc4)nnc3s2)cc1	6	-0.1	1.2	-3
22	CN(C)CCNC(=O)CCS(=O)(=O)Cc1ccccc1Cl	-7	-0.2	-1.0	2
23	CCCCCOC(=O)c1c(C)oc2c1cc(NS(=O)(=O)c1ccc(OC)cc1)c1ccccc12	-2	0.0	-0.9	3
24	O=C1CC(NCc2ccc(F)cc2)C(=O)N1c1ccccc1 (stereo not drawn)	0	0.1	-1.1	5
25	COc1ccc2nc(NCCCNS(=O)(=O)c3ccc(F)cc3)c(C#N)cc2c1	13	0.3	1.2	-6
26	Cc1cc(C)n(C(=O)C(C)n2nc([N+](=O)[O-])c(Br)c2C)n1 (stereo not drawn)	-12	0.1	1.1	7
27	CN=C1NC(=O)C(CC(=O)Nc2ccc(C(=O)O)cc2)S1 (stereo not drawn)	0	0.0	1.2	3
28	CCN1C(=O)C=CC1=O	4	0.0	0.1	11
29	Cc1ccc(C)c(OCC(=O)NNC(=O)c2ccccn2)c1	37*	-0.5	3.4	3
30	CCN(CC(=O)N1CCCc2c1c(=O)oc1ccc(O)cc21)c1cccc(C)c1	17	0.1	-0.4	8
31	O=C(Nc1nccs1)[C@H](Cc1ccccc1)NS(=O)(=O)c1ccc2c(c1)OCCO2	-15	-0.1	2.9	6
32	Clc1ccc(-n2cccc2/C=N/n2cnnc2)cc1	2	0.2	0.8	-3
33	Cc1onc(-c2ccccc2)c1C(=O)Nc1ccccc1C(N)=O	16	0.2	-0.2	9
34	CSc1cc(C)c2c(c1)COC1(CCN(C(=O)C3CCC3C(=O)O)CC1)O2 (stereo not drawn)	-3	0.2	0.6	7
35	Cc1c(OS(C)(=O)=O)ccc2c3c(c(=O)oc12)CCCC3	-29	0.2	0.9	22
36	O=C(O)C(Cc1ccccc1)c1ccccc1 (stereo not drawn)	1	0.0	1.8	-4
37	CCN(Cc1cc2cc(C)ccc2[nH]c1=O)C(=O)COc1ccccc1	8	0.0	1.1	3
38	CCOC(=O)c1c(NC(=O)CSc2nnc(CNC(=O)Cc3ccccc3)n2-c2ccccc2OC)sc2c1CCC2	-2	-0.1	0.6	-10
39	CC(=O)Nc1cnc2ccccc2n1	-7	-0.2	-1.2	-10
40	COc1cccc(NC(=O)CSc2nnc(C)c(=O)n2N)c1	4	-0.1	0.4	-12
41	CCOCCOc1cccc(C(=O)Nc2ccc(C)c(C)c2)c1	-51	0.7	-3.1	8
42	C/C(CCc1ccccc1)=N\NC(=O)CC(=O)NC(C)C	-3	-0.2	-1.3	-7
43	CCOC(=O)c1c(N)nn(C(=O)C(C)C)c1-c1ccc(OC)cc1	6	-0.1	2.7	-13
44	Clc1ccc(OCc2nc(-c3cccnc3)no2)c(Br)c1	-30	0.0	-1.7	15
45	O=C(NCCCN1CCCC1=O)c1ccc2c(=O)n(Cc3ccccc3)c(=S)[nH]c2c1	-7	0.0	0.4	11
46	O=C1CN=C(Nc2ccccc2Cl)N1Cc1cccs1	-8	-0.2	1.1	-4
47	CC(C(=O)Nc1ccc(Cl)c([N+](=O)[O-])c1)N1C(=O)c2ccccc2C1=O (stereo not drawn)	-13	-0.1	-0.1	-8
48	CCOC(=O)C1=C(C)NC2=C(C(=O)C(C(=O)OCC)C(c3ccccc3OC)C2)C1c1ccccc1 (stereo not drawn)	7	0.2	1.3	9
49	CN(CCC#N)C(=O)COC(=O)c1ccc2c(c1[N+](=O)[O-])C(=O)c1ccccc1C2=O	14	0.1	-2.3	1
50	CCN1CCN(C2=NC(=O)/C(=C/c3ccc(O)cc3)S2)CC1	-3	-0.2	2.1	1
51	CCOC(=O)N1CCN(C(=O)c2cnn3c(C)c(Cc4ccc(C)cc4)c(C)nc23)CC1	1	0.1	3.1	1
52	O=C(CCC(=O)N(CC(=O)NC1CCCC1)Cc1ccccc1Cl)Nc1nccs1	-6	0.3	0.1	-14
53	COc1ccccc1OCCSc1nnc(C)n1-c1ccccc1	-8	-0.1	2.2	-4
54	CN(Cc1nc(-c2ccccc2)no1)S(=O)(=O)c1ccc(Br)cc1	0	0.0	-0.3	-12
55	Cn1c(=O)c2cc(C(=O)N3CCOCC3)sc2c2ccccc21	-84	-0.3	-1.5	-8
56	COc1ccc(Cl)cc1C(=O)Nc1c2c(nn1-c1ccc([N+](=O)[O-])cc1)CSC2	-7	-0.1	1.9	13
57	Cc1cc(C(=O)NNC(=O)CNC(=O)CNS(=O)(=O)c2ccc(C)c(C)c2)c(C)o1	3	-0.1	-0.5	4
58	CC1(C)CC(=O)C2=C(C1)Nc1[nH]c(=O)[nH]c(=O)c1C2c1ccc(Br)cc1 (stereo not drawn)	15	0.0	-0.2	5
59	CCC1CCCN1Cn1cnc2c([nH]c3ccc(C)cc32)c1=O (stereo not drawn)	0	0.0	3.7	18
60	COCCNC(=O)CSc1nc2cc3c(cc2c(=O)n1CCCCCC(=O)NCc1ccc(OC)cc1)OCO3	1	0.0	1.5	6

Nos. 57 to 60, reprinted for reference:
#	molecule	TEAD-YAP block	FBW7 act	GPR151 ag	MITF primary
57	Cc1cc(C(=O)NNC(=O)CNC(=O)CNS(=O)(=O)c2ccc(C)c(C)c2)c(C)o1	3	-0.1	-0.5	4
58	CC1(C)CC(=O)C2=C(C1)Nc1[nH]c(=O)[nH]c(=O)c1C2c1ccc(Br)cc1 (stereo not drawn)	15	0.0	-0.2	5
59	CCC1CCCN1Cn1cnc2c([nH]c3ccc(C)cc32)c1=O (stereo not drawn)	0	0.0	3.7	18
60	COCCNC(=O)CSc1nc2cc3c(cc2c(=O)n1CCCCCC(=O)NCc1ccc(OC)cc1)OCO3	1	0.0	1.5	6

Next part
#	molecule	TEAD-YAP block	FBW7 act	GPR151 ag	MITF primary
61	COc1cccc(CNS(=O)(=O)c2cccc3nonc23)c1	-3	0.1	-1.4	2
62	CCCOC(=O)c1c(N)sc2c1CCC(C)C2 (stereo not drawn)	-9	0.0	0.7	1
63	CCCS(=O)(=O)NCCn1ncc2c(NCCc3ccccc3)ncnc21	-8	0.0	0.0	-3
64	Cc1ccc(N2C(=S)NC3c4cc(Cl)ccc4OC2(C)C3C(=O)N(C)C)cc1 (stereo not drawn)	10	0.1	-0.9	33
65	COC(=O)c1ccc(NC2CCCCC2)c([N+](=O)[O-])c1	0	0.3	-0.4	28
66	O=C(O)CC12CC3CC(C1)CC(n1ncc(Nc4ccc(F)cc4)c(Cl)c1=O)(C3)C2	9	0.3	-0.1	23
67	Cc1sc2nc(C)n(C3CCN(C(=O)Cc4ccc(F)cc4)CC3)c(=O)c2c1C	10	0.1	1.5	-1
68	COc1ccc(CNC(=O)Cn2nc3c(c2NC(=O)c2cccc(F)c2)CSC3)cc1	4	-0.1	1.3	-6
69	COc1ccc(-c2csc(Nc3ccc(N)cc3)n2)cc1OC	7	-0.1	1.0	5
70	COc1ccc(N2CCN(C(=O)C3(c4ccc(OC)cc4)CCOCC3)CC2)cc1	-2	0.5	-1.3	3
71	O=C(O)C1CC(=O)N(c2ccc(Br)c(Cl)c2)C1 (stereo not drawn)	3	-0.2	-1.0	-9
72	COc1cccc(C(=O)CN2CCSC2=NC(C)=O)c1	14	0.2	-0.9	-15
73	Cc1nnsc1C(=O)N1CCC(C(Cc2ccc(F)cc2F)N(C)C(=O)C2CC2)CC1 (stereo not drawn)	-7	-0.1	-0.8	1
74	CCC(C)OC(=O)C1=C(C)NC2=C(C(=O)CC(c3ccccc3)C2)C1c1cccc2ccccc12 (stereo not drawn)	9	2.2*	0.2	6
75	O=c1c2ccccc2nc(-c2cccs2)n1NCc1ccccc1	3	-0.1	-1.4	-10

A draw from above in order of SMILES length, lowest first.
#	molecule	TEAD-YAP block	FBW7 act	GPR151 ag	MITF primary
63	CCCS(=O)(=O)NCCn1ncc2c(NCCc3ccccc3)ncnc21	-8	0.0	0.0	-3
70	COc1ccc(N2CCN(C(=O)C3(c4ccc(OC)cc4)CCOCC3)CC2)cc1	-2	0.5	-1.3	3
67	Cc1sc2nc(C)n(C3CCN(C(=O)Cc4ccc(F)cc4)CC3)c(=O)c2c1C	10	0.1	1.5	-1

(continued)
#	molecule	TEAD-YAP block	FBW7 act	GPR151 ag	MITF primary
76	CCOC(=O)c1sc(NC(=O)c2cc(C3CC3)on2)c(C(=O)OCC)c1C	-4	0.0	0.1	-4
77	CCC(N=C1NS(=O)(=O)c2ccccc21)c1ccccc1 (stereo not drawn)	-7	1.0	-1.6	9
78	CCN(CC)c1nc(C)nc2sc(C(=O)Nc3ccc(Br)cc3C)c(C)c12	1	0.0	0.2	1
79	Cn1cc(C(=O)NCCC2=CCCCC2)c2c3ccccc3n(C)c2c1=O	12	-0.1	-1.3	4
80	CCOC(=O)c1c(NC(=O)CSc2nnc(CNC(=O)c3cccc(C)c3)n2C)sc2c1CCCC2	-3	0.0	-0.7	-10
81	COc1cc(Br)c(/C=C2/C(=O)NN(c3ccccc3)C2=O)cc1OC	-5	0.0	-0.3	5
82	O=C1C2CC=CCC2C(=O)N1c1ccc(Cl)cc1 (stereo not drawn)	-3	0.1	0.2	-2
83	CCOC(=O)c1ccc(NC(=O)CSc2nc3ccc(N4CCOCC4)cc3c(=O)n2Cc2ccccc2)cc1	-6	0.0	-1.4	11
84	CC1(C)C(=O)Nc2ccccc2N1C(=O)COC(=O)C12CC3CC(CC(O)(C3)C1)C2	-4	0.3	0.4	11
85	COCCNc1cc(-c2ccncc2)nc(-c2ccccn2)n1	8	-0.6	-1.9	6
86	CCCC(=O)Nc1c2c(nn1-c1ccc(C)cc1C)CSC2	8	0.0	1.1	3
87	COc1ccccc1C(=O)Nc1ccccc1NC(=O)Nc1cccs1	-14	-0.3	4.0	0
88	O=C(NCc1ccccc1)/C(=C\c1ccc(Cl)cc1)NC(=O)c1ccccc1	9	0.1	3.6	14
89	N#C/C(=C\c1ccc(Br)cc1)C(=O)NCCc1ccccc1	7	0.1	-0.7	12
90	C#CCn1c(=NC(=O)c2ccc(C#N)cc2)sc2cccc(F)c21	-4	0.2	-2.0	8
91	O=C(N/N=C/c1ccc(O)cc1O)c1ccccc1NS(=O)(=O)c1cccs1	1	-0.9	0.2	21
92	Cc1c(NC(=O)COc2ccc(Br)cc2)cccc1-c1nc2cc(Cl)ccc2o1	4	0.5	-0.6	10
93	C/C(=N\NC(=O)c1cccnc1)C1COc2ccccc2O1 (stereo not drawn)	-4	-0.1	-0.6	3
94	CCN(CC)CCN1C(=O)C(O)=C(C(=O)c2cc3ccccc3o2)C1c1ccc(C)o1 (stereo not drawn)	-7	0.2	6.1*	-20
95	CCn1c(SCc2cccnc2)nnc1-c1cccc(C)c1	9	-0.2	-0.2	-9
96	CCOc1ccc2nc(SCC(=O)/C(C#N)=C(\C)N)sc2c1	-55	0.0	-1.0	-3
97	CC(=O)C1=C(C)Nc2ncnn2C1c1ccccc1 (stereo not drawn)	-6	-0.1	0.5	-7
